Assay outcomes: PubChem, several laboratories
West Nile antiviral: West Nile virus antiviral activity, cell-based, CPE readout (AID 1621); one-dose CPE inhibition, % at 10 µM; IC50 in µM for titrated hits; 0.02% of 290,000 active; West Nile virus-infected cells, CPE inhibition; higher % means a stronger effect; in the data active = a potency from the dose series; inconclusive = CPE inhibition mostly from about 3.7% at the one dose, without a potency; inactive = the rest, 99 in 100 with CPE inhibition below about 2.2%; also: strong numbers were not always called active
MgcRacGAP inhibition: MgcRacGAP GTPase-activating activity inhibitors, confirmation, biochemical, ADP Hunter fluorescence; MgcRacGAP-stimulated Rac1 GTP hydrolysis, ADP Hunter fluorescence; higher % means a stronger effect; GST-tagged Rac1 F28L mutant substrate; inhibition, % at 30 µM; hits with a dose series show IC50 in µM; 0.6% of 340,000 active; AID 624330;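 active = first-screen hits whose inhibition reached a set limit at any dose in the follow-up dose series; inconclusive = inhibition above the set first-screen limit but never retested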;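 also: fluorescence reports GDP produced by GAP-driven GTP hydrolysis; strong numbers were not always called active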
Large T inhibition: TAg ATPase/helicase activity blockers – biochemical (AID 1903); 0.39% of 310,000 active; SV40 large T antigen ATPase/helicase inhibition assay; higher % means a stronger effect; inhibition, % at 20 µM; hits with a dose series show IC50 in µM; in the data active = a potency from the dose series; inconclusive = inhibition mostly from about 32% at the one dose, without a potency; inactive = the rest, 99 in 100 with inhibition below about 32%; also: strong numbers were not always called active
LYP inhibition: PTPN22 lymphoid phosphatase activity blockers – biochemical, fluorescence intensity, uHTS (AID 1779); recombinant LYP phosphatase, fluorescence intensity; higher % means a stronger effect; inhibition, % at 11.5 µM, or IC50 in µM where a hit was titrated; 0.054% of 290,000 active; in the data active = inhibition above about 50%;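 also: plate controls were vehicle with enzyme for no effect and no enzyme for full effect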
Salmonella PhoP GFP: inhibitors of PhoP regulon expression, primary screen, Salmonella Typhimurium, GFP reporter (AID 1863); S. Typhimurium PhoP-regulated promoter GFP reporter, 4 h; higher % means a stronger effect; inhibition, % at 50 µM, or IC50 in µM where a hit was titrated; 0.16% of 300,000 active;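 active = inhibition over 29.93%, a cutoff 3 SD above the screen mean, later confirmed by dose response; inconclusive = inhibition over 29.93% but no dose response follow-up; inactive = inhibition at most 29.93% or unconfirmed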;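 also: 0% = low Mg2+ inducing control and 100% = high Mg2+ repressing control; strong numbers were not always called active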
RSV antiviral HEp-2: RSV antiviral activity via CPE protection, HEp-2 cells, primary 10 µM value included (AID 2391). 0.13% of 310,000 active. HEp-2 cells, RSV-induced CPE inhibition; higher % means a stronger effect. one-dose CPE inhibition, % at 10 µM; IC50 in µM for titrated hits; in the data active = a potency from the dose series; inconclusive = CPE inhibition mostly from about 23% at the one dose, without a potency; inactive = the rest, 99 in 100 with CPE inhibition below about 21%; also: strong numbers were not always called active
ER stress rescue: protection against thapsigargin-triggered cell killing – 384-well, CSM14.1, ATP luminescence, primary screen (AID 1222); CSM14.1 thapsigargin-induced death rescue, ATP luminescence; higher % means a stronger effect; one-dose cellular ATP content (survival), % at 20 µM; EC50 in µM for titrated hits; 190,000 tested, under 10 active;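 active = EC50 below 50 µM in the dose-response confirmation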;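 also: death triggered by thapsigargin at about 15 µM added after 2 h compound pretreatment; cell ATP read after overnight thapsigargin exposure of roughly 18 to 22 hours; normalized against plate controls of thapsigargin alone and 5% DMSO vehicle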
Dengue-2 NS5 capping: flavivirus cap methylation enzyme inhibition – biochemical, confirmation dose response, primary screen (AID 588689); inhibition, % at 25 µM, or IC50 in µM where a hit was titrated; 0.3% of 340,000 active; Dengue-2 NS5 methyltransferase capping enzyme assay, biochemical; higher % means a stronger effect; in the data active = a potency from the dose series; inconclusive = inhibition above about 29% without an active follow-up result
GPR35 antagonists: GPR35 antagonists blocking zaprinast-driven arrestin recruitment, primary screen, imaging, U2OS, beta-arrestin-GFP, zaprinast agonist (AID 2058); U2OS GPR35 beta-arrestin-GFP translocation imaging, zaprinast antagonism; higher % means a stronger effect; 0.052% of 290,000 active; one-dose inhibition, % at 10 µM; IC50 in µM for titrated hits;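 active = inhibition of at least 50% with at least 30 cells and total cytoplasm GFP at most 10,000,000; inconclusive = under 30 cells or total GFP of 10,000,000 plus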
Dengue-2 NS5 capping pilot replicate: second read-out of Dengue-2 NS5 capping, no call of its own (marks repeat the call); inhibition, %; measured here: pilot screen replicate inhibition
An asterisk follows results filed as active; ? = inconclusive; . = not tested or not shown.

The opening 7 entries, to show the layout:
SMILES	West Nile antiviral	MgcRacGAP inhibition	Large T inhibition	LYP inhibition	Salmonella PhoP GFP	RSV antiviral HEp-2	ER stress rescue	Dengue-2 NS5 capping	GPR35 antagonists	others
O=C(c1ccccc1)c1c2c(cc3sc4ccccc4[n+]13)-c1cccc3cccc-2c13	?	?	21%	-1%	80µM*	-1.6%	-2.8%	?	11%
CCN1CCN(C(=O)C(=O)c2cn(CC(=O)N3CCCC3)c3ccccc23)CC1	-0.1%	8%	-3%	-13%	-3%	-0.9%	.	-3%	-3%
CN(C)/C=C/C(=O)c1ccc(F)cc1F	-0.7%	-2%	9%	-3%	-10%	0.6%	.	2%	11%
COC(C[C@H]1O[C@H]1[C@H](O)[C@H](C)OCc1ccccc1)OC	-0.3%	7%	.	-12%	-6%	.	.	-3%	13%
C/C(=N\NC(=O)c1cc(-c2ccc(C)s2)nc2ccccc12)c1cccnc1	-0.9%	7%	13%	-4%	-3%	5.4%	.	0%	-3%
Cc1cc(Cl)ccc1OCC(=O)N/N=C/c1ccc(OC2OC(CO)C(O)C(O)C2O)cc1 (centres undefined)	0.6%	8%	9%	-7%	6%	2.0%	.	-4%	12%
Cc1ccc(CN(CC(=O)NC2CCCC2)C(=O)c2csnn2)cc1	-0.2%	0%	-2%	-6%	-1%	-0.4%	.	-5%	-4%

The list itself, previewed entries included:
SMILES	West Nile antiviral	MgcRacGAP inhibition	Large T inhibition	LYP inhibition	Salmonella PhoP GFP	RSV antiviral HEp-2	ER stress rescue	Dengue-2 NS5 capping	GPR35 antagonists	others
O=C(c1ccccc1)c1c2c(cc3sc4ccccc4[n+]13)-c1cccc3cccc-2c13	?	?	21%	-1%	80µM*	-1.6%	-2.8%	?	11%
CCN1CCN(C(=O)C(=O)c2cn(CC(=O)N3CCCC3)c3ccccc23)CC1	-0.1%	8%	-3%	-13%	-3%	-0.9%	.	-3%	-3%
CN(C)/C=C/C(=O)c1ccc(F)cc1F	-0.7%	-2%	9%	-3%	-10%	0.6%	.	2%	11%
COC(C[C@H]1O[C@H]1[C@H](O)[C@H](C)OCc1ccccc1)OC	-0.3%	7%	.	-12%	-6%	.	.	-3%	13%
C/C(=N\NC(=O)c1cc(-c2ccc(C)s2)nc2ccccc12)c1cccnc1	-0.9%	7%	13%	-4%	-3%	5.4%	.	0%	-3%
Cc1cc(Cl)ccc1OCC(=O)N/N=C/c1ccc(OC2OC(CO)C(O)C(O)C2O)cc1 (centres undefined)	0.6%	8%	9%	-7%	6%	2.0%	.	-4%	12%
Cc1ccc(CN(CC(=O)NC2CCCC2)C(=O)c2csnn2)cc1	-0.2%	0%	-2%	-6%	-1%	-0.4%	.	-5%	-4%
O=C(Cc1cccc(C(F)(F)F)c1)N1CCCC1	-0.1%	1%	2%	-7%	2%	-0.8%	.	0%	19%
Cc1ccc(NC(=S)NC2CCCC2)c(C)c1	-1.0%	8%	26%	-8%	0%	0.2%	.	-3%	-11%
COc1cc2c(cc1OC)CN(C1CCC(C)CC1)CC2 (centres undefined)	-0.1%	-9%	4%	-8%	8%	0.2%	.	-4%	8%
COc1ccc(N2CCN(Cc3csc(C)c3-c3ccc(C)cc3)CC2)cc1	-1.2%	9%	27%	-4%	3%	3.4%	.	-5%	1%
COc1cc(C(=O)Oc2cccc(C=O)c2)cc(OC)c1OC	0.5%	6%	9%	-9%	-3%	-0.1%	1.4%	-5%	2%
O=C(O)c1ccc(NCc2cccnc2)c([N+](=O)[O-])c1	0.6%	-7%	4%	-5%	-2%	1.6%	.	3%	-4%	Dengue-2 NS5 capping pilot replicate=-2.1
Cc1ccc(C(=O)NC(=S)NCc2cccnc2)c(C)c1	-0.7%	2%	2%	-2%	11%	6.9%	5.5%	-4%	0%
CCc1nc(C)cn1S(=O)(=O)c1ccc(Br)cc1	-1.1%	-1%	11%	-14%	-3%	0.4%	.	3%	-14%	Dengue-2 NS5 capping pilot replicate=0.0
CC(C)(C)C(=O)Nc1nnc(-c2ccccc2)c(-c2ccccc2)n1	-0.7%	10%	7%	-1%	-6%	1.0%	.	1%	19%
CCC(=O)N1CCCn2c1nc1ccccc12	0.3%	11%	10%	-2%	-2%	0.1%	-1.4%	-5%	-24%
Cc1ccc(-n2c(SCC(=O)Nc3cc(C)on3)nc3ccccc3c2=O)cc1	0.3%	6%	-5%	-8%	0%	0.5%	-0.5%	-10%	-4%
CC(C)C(C)(C#N)NC(=O)CSc1nncn1-c1ccccc1 (centres undefined)	0.5%	-6%	9%	-3%	8%	-0.7%	-1.1%	1%	-4%
c1ccc(-c2cc(-c3nc(-c4ccccn4)no3)c3ccccc3n2)cc1	1.1%	15%	.	.	.	2.0%	.	-4%	.
Cc1ccccc1C(=O)NC(=S)NCc1cccnc1	0.0%	7%	28%	-9%	0%	-1.0%	2.2%	-1%	-1%
Cc1cc(C)c(S(=O)(=O)c2cccc(C(F)(F)F)c2)c(=O)[nH]1	-0.3%	1%	13%	-3%	5%	-0.4%	.	-7%	-5%
O=C(Nc1ccccn1)c1cccc(S(=O)(=O)N2CCCCC2)c1	-0.1%	13%	1%	-5%	0%	-0.1%	-0.9%	1%	-2%
COC(=O)c1cccc(Oc2cccc(Cl)n2)c1	-1.2%	9%	9%	-6%	2%	0.3%	.	3%	16%
Cc1ccc2oc(-c3cccc(NC(=O)c4cc(-n5cnnc5)ccc4Cl)c3)nc2c1	-0.1%	9%	5%	-12%	5%	-1.7%	-3.3%	-5%	-1%

Reprinted at random: 2 compounds from above.
SMILES	West Nile antiviral	MgcRacGAP inhibition	Large T inhibition	LYP inhibition	Salmonella PhoP GFP	RSV antiviral HEp-2	ER stress rescue	Dengue-2 NS5 capping	GPR35 antagonists	others
COc1cc2c(cc1OC)CN(C1CCC(C)CC1)CC2 (centres undefined)	-0.1%	-9%	4%	-8%	8%	0.2%	.	-4%	8%
CC(C)(C)C(=O)Nc1nnc(-c2ccccc2)c(-c2ccccc2)n1	-0.7%	10%	7%	-1%	-6%	1.0%	.	1%	19%

(more compounds)
SMILES	West Nile antiviral	MgcRacGAP inhibition	Large T inhibition	LYP inhibition	Salmonella PhoP GFP	RSV antiviral HEp-2	ER stress rescue	Dengue-2 NS5 capping	GPR35 antagonists	others
Cc1cc2c(=O)oc(-c3ccc(Br)cc3)nc2s1	-0.3%	9%	6%	-13%	6%	3.1%	.	-7%	-11%
CC1CCN(S(=O)(=O)N2CCC(C(=O)N3CCC(N(C)CC4CCCO4)CC3)CC2)CC1 (centres undefined)	-0.4%	0%	5%	-3%	7%	1.9%	0.5%	2%	0%
CC(=O)Nc1ccc(C(=O)NNC(=O)c2cccs2)cc1	0.5%	2%	-4%	2%	16%	0.3%	-3.6%	-8%	-5%
COc1ccc(CNN2CCCCC2C(=O)Nc2ccc(OC)c(OCC(C)C)c2)cc1OC (centres undefined)	-0.2%	18%	6%	-5%	-5%	0.5%	.	5%	-1%
CCOc1ccccc1NC(=O)c1cc(Cl)ccc1NC(=O)c1ccco1	0.4%	7%	3%	-7%	-3%	1.0%	0.5%	-11%	-3%
CCOC(=O)Cn1nc(-c2ccc(Cl)cc2)ccc1=O	-0.6%	14%	1%	-5%	-20%	1.3%	-1.3%	2%	0%
Cc1cc(Cl)ccc1OCCn1cncn1	-0.2%	4%	81%	-7%	5%	1.7%	0.1%	-10%	4%
NNC(=O)CNC(=O)c1ccc(F)cc1	-0.1%	9%	9%	-8%	2%	-0.1%	-1.1%	-13%	-12%
CCOC(=O)C1CCN(C(=O)CN(Cc2ccc(Cl)cc2)S(C)(=O)=O)CC1	0.3%	10%	1%	3%	5%	2.3%	-1.7%	.	-8%
COC(=O)CNC(=O)COC(=O)C(Cc1ccccc1)NC(=O)c1ccco1 (centres undefined)	0.2%	4%	1%	-10%	-13%	0.8%	-1.5%	-3%	6%
CC(=O)Nc1ccc(S(=O)(=O)Nc2nc3ccccc3nc2Nc2ccc(O)c(C(=O)O)c2)cc1	0.3%	10%	6%	-5%	-11%	1.2%	.	-13%	-5%
COc1ccc(NC(=O)CCNS(=O)(=O)c2ccc3c(c2)c(=O)n(C)c(=O)n3C)cc1OC	0.1%	4%	12%	0%	4%	3.3%	4.0%	-3%	-7%
O=c1c2ccccc2oc2ncccc12	0.1%	5%	2%	-6%	0%	3.2%	1.3%	-5%	-10%
Cc1ccnc(NC(=O)c2ccc(Br)s2)c1	-1.5%	12%	23%	-6%	2%	1.8%	.	-4%	-5%
Nc1c(-c2ccccc2)c(CSc2nc3ccccc3[nH]2)nn1-c1ccc(Cl)cc1	1.3%	7%	9%	5%	14%	6.1%	-5.0%	-2%	2%
Cc1ccc2c(c1)/C(=C/c1ccco1)C(=O)N2	.	18%	-3%	-3%	6%	9.9%	-0.6%	-1%	-17%
CCOc1ccccc1C(=O)NCC(=O)NCC(c1ccc(OC)cc1)N1CCOCC1 (centres undefined)	.	6%	-6%	.	2%	1.4%	.	4%	.
CCCCC(=O)Nc1cccc(NC(=O)c2ccc3c(c2)OCO3)c1	0.2%	5%	5%	-9%	5%	3.9%	-1.3%	-1%	4%	Dengue-2 NS5 capping pilot replicate=-8.5
CCOC(=O)N1CCN(CCC(=O)Nc2ccc(F)c(F)c2)CC1	-0.7%	8%	9%	-4%	1%	-0.1%	.	-2%	7%
Cc1ccccc1-c1nc(SCc2cccnc2)c2c(=O)n(C)c(=O)n(C)c2n1	0.1%	-4%	-5%	-1%	-12%	1.5%	0.1%	-4%	3%
N#Cc1ccc(/C=N/NC(=O)c2ccccc2F)cc1	0.1%	0%	14%	-4%	2%	1.9%	-4.4%	-4%	3%
O=S(=O)(CCN1CCOCC1)c1ccc(OC(F)(F)F)cc1	-0.8%	10%	8%	-11%	1%	0.1%	.	-7%	-7%
COc1ccc(C(C)C)cc1S(=O)(=O)N1CC(C)OC(C)C1 (centres undefined)	-0.5%	5%	2%	-7%	-2%	-1.4%	0.7%	2%	0%
CC(=O)N[C@@H](Cc1c[nH]c2ccccc12)C(=O)OCC(=O)Nc1ccc(S(=O)(=O)N(C)C)cc1	0.2%	6%	15%	-4%	1%	0.4%	-0.2%	-2%	14%
Cc1ccccc1C(=O)N1CCC(C(=O)Nc2ccc(C(C)C)cc2)CC1	-0.7%	11%	18%	-6%	-1%	3.2%	.	-4%	0%
FC(F)(F)c1cccc(CNC2CCN(Cc3ccccc3)CC2)c1	-1.1%	1%	-4%	-11%	7%	-1.3%	.	7%	7%	Dengue-2 NS5 capping pilot replicate=-5.2
O=Cc1cccc2ccc3cccc(C(=O)O)c3c12	.	-10%	12%	.	.	3.2%	.	-8%	.
